TRPC4 PAM: positive allosteric modulators of TRPC4, primary screen, cell-based, mouse TRPC4beta, HEK293 mu-opioid, Fluo-4 calcium; Short transient receptor potential channel 4 (Mus musculus), Q9QUQ5; AID 2227, 2009; 310,000 tested, 0.42% active; DAMGO EC20, Fluo-4 Ca2+ flux; hits give high values; B-score at 10 µM;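 active = B-score of calcium response area above 5 SD of library B-scores, with initial fluorescence ratio within 5 SD of library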;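 note: B-score of integrated fluorescence ratio over time as area under calcium response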
HDAC3 inh: HDAC3 deacetylase inhibitors, primary screen, biochemical, fluorescence, cell-free homogeneous | Histone deacetylase 3 (Homo sapiens), O15379 | recombinant HDAC3, fluorogenic peptide/trypsin coupled | inhibition, % at 8.3 µM | 320,000 tested, 0.15% active | AID 2718, 2010; in the data active = inhibition above about 26%, passing the limit was not always enough
Target sequence (O15379 whole entry, looked up): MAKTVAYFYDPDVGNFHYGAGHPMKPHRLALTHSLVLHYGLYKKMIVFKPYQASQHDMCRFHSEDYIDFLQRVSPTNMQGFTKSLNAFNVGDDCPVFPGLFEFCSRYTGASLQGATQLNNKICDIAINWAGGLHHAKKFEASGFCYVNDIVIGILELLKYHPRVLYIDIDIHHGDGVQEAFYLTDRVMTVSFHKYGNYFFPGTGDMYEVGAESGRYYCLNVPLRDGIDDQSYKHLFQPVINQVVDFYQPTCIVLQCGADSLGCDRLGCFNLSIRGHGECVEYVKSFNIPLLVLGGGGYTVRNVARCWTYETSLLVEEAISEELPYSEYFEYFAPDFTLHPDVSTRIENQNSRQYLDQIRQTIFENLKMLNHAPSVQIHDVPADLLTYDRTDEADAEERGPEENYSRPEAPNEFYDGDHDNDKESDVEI
TRPC4 agonist: activators of mouse TRPC4 channel, primary screen, Fluo4 calcium, HEK293 TRPC4beta/mu-opioid cells | Short transient receptor potential channel 4 (Mus musculus), Q9QUQ5 | Fluo4 calcium fluorescence; hits give high values | B-score at 10 µM | 310,000 tested, 0.49% active | AID 2237, 2010;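 active = B-score above 5 SD of library B-scores, and initial fluorescence ratio not above library mean plus 5 SD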;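 note: positive B-score marks a calcium rise read as TRPC4 activation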
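Assay system: HEK293 cells stably co-expressing mouse TRPC4beta and mu-opioid receptor / Timing: Fluo4 dye loading 45 min at room temperature, 110 s recording / Signal: Fluo4 calcium-sensitive dye fluorescence, kinetic, 1 Hz baseline / Read-out: integrated baseline-normalised fluorescence ratio, converted to per-well B score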
hERG protect: hERG rescue from dofetilide block, primary screen, cell-based, CHO-hERG, FluxOR thallium flux, dofetilide IC70; Voltage-gated inwardly rectifying potassium channel KCNH2 (Homo sapiens), Q12809; dofetilide IC70 present; activation (rescue from dofetilide block), less the hit threshold, % at 10 µM; 310,000 tested, 0.51% active;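 active = activation above the mean of controls blocked by dofetilide plus 5 SD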;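 note: thallium influx through hERG after potassium depolarization seen as dye fluorescence rise; in these data hits start at about 4.7%; inactives centre near -7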
KCNQ1 pot: potentiators or activators of KCNQ1 channel, primary screen, cell-based, thallium flux, high-throughput. B-score at 10 µM. CHO-K1 KCNQ1, thallium flux FluxOR fluorescence; hits give high values. 310,000 tested, 0.35% active. Potassium voltage-gated channel subfamily KQT member 1 (Homo sapiens), P51787;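 active = fluorescence ratio B-score, a plate-corrected score, at least three library SD, with initial intensity B-score within 5 SD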
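Material: CHO-K1 cells stably expressing KCNQ1. Medium: assay buffer for compound exposure, DMSO matched across wells. Reagent: K+/Tl+ depolarizing stimulus. Compound dosing: single-concentration screen. Times: 37 °C overnight plating, 90-min dark dye load, 20-min compound pretreatment. Technique: FluxOR Tl+ flux fluorescence.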
KCNQ1 block: inhibitors of human KCNQ1 channel, primary screen, cell-based, thallium flux, high-throughput | 310,000 tested, 1.3% active | Potassium voltage-gated channel subfamily KQT member 1 (Homo sapiens), P51787 | CHO-K1 KCNQ1, FluxOR thallium flux fluorescence; hits give high values | AID 2642, 2010 | B-score at 10 µM;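 active = compounds whose thallium flux B-score, printed positive for inhibition, exceeds three library SD while starting fluorescence stays within three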;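 note: channel opened by potassium depolarization with thallium stimulus after 20 min compound exposure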
Dyrk1A ADPGlo: rat Dyrk1A kinase inhibitors, primary screen, biochemical, single point, plate reader; Dual specificity tyrosine-phosphorylation-regulated kinase 1A (Rattus norvegicus), Q63470; ADP-Glo luminescence, NFATc1 peptide; inhibition, % at 12.5 µM; 310,000 tested, 0.43% active; AID 504441, 2011; in the data active = inhibition above about 50%;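 note: plate controls were vehicle with enzyme for no effect and no enzyme for full effect; many of its hits are not listed in these tables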
KCNK9 block: KCNK9 potassium channel inhibitors, primary screen, HEK293 cells, thallium flux. 310,000 tested, 1.2% active. Potassium channel subfamily K member 9 (Homo sapiens), Q9NPC2. FluxOR thallium flux fluorescence; hits give low values. B-score at 10 µM;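 active = ratio B-score over 3 SD below the library mean, with starting fluorescence within 5 SD of its mean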;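 note: negative B-score means less thallium flux so channel inhibition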
KCNK3 block: human KCNK3 channel inhibitors, primary screen, CHO cells, FluxOR thallium flux, B-score; B-score at 10 µM; FluxOR fluorescence; hits give low values; 340,000 tested, 0.84% active;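 active = B-score under library mean minus 4 SD, starting fluorescence ratio at most library mean plus 5 SD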;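 note: more negative B-score means stronger inhibition of thallium flux through KCNK3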
Target sequence (O14649 whole entry, looked up): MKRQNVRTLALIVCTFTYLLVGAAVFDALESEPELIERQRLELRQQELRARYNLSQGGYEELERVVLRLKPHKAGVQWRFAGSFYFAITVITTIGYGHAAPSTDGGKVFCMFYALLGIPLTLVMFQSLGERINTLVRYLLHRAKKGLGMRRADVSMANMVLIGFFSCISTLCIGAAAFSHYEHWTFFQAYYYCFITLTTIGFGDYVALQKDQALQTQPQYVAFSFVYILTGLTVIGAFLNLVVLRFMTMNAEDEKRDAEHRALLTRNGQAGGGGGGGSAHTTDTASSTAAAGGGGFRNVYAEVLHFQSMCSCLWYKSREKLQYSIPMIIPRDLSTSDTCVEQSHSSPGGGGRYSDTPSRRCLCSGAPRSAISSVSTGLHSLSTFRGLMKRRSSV
TMEM16A inh: TMEM16A chloride channel inhibitors, primary screen, cell-based, HTS. Anoctamin-1 (Mus musculus), Q8BHY3. HEK293 TMEM16A/YFP iodide influx fluorescence, ionomycin. normalized B-score (activity score, 25-100; higher = stronger inhibition) at 10 µM. 310,000 tested, 1.2% active. AID 588511, 2011;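 active = ratio plate-corrected score three or more library SD toward inhibition, starting fluorescence score within five deviations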;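 note: score derived from kinetic fluorescence span divided by baseline fluorescence per well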
ANO1 activ: TMEM16A chloride channel activators or potentiators, primary screen, cell-based, HTS; Anoctamin-1 (Mus musculus), Q8BHY3; HEK293 TMEM16A/YFP-H148Q/I152L, iodide quench fluorescence; hits give low values; B-score at 10 µM; 340,000 tested, 0.3% active; AID 623877, 2012;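 active = fluorescence-ratio B-score plate-corrected deviation score at least 3 library SD below zero, with starting fluorescence score within 5 deviations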;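 note: channel opened by trigger with iodide after compound preincubation; score built on the fluorescence ratio of max minus min over baseline; more negative score means more quench and so TMEM16A activation or potentiation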
The depositor's hits bear a star; i = inactive; nt = not tested or not shown.

SMILES	TRPC4 PAM	HDAC3 inh	TRPC4 agonist	hERG protect	KCNQ1 pot	KCNQ1 block	Dyrk1A ADPGlo	KCNK9 block	KCNK3 block	TMEM16A inh	ANO1 activ
Cc1cccc(C(=O)Nc2cccc(-c3ccc4nncn4n3)c2)c1	i	3	i	-15	i	i	-7	i	i	i	i
O=C(NCc1cccs1)C1CCC(CNS(=O)(=O)c2cccc3nsnc23)CC1 (stereo not given)	i	-1	i	-8	i	i	4	i	i	i	i
C=CCC(Nc1ccccc1)C12C=CC(O1)C(C(=O)OC)=C2C(=O)OC (stereo not given)	i	6	i	-12	i	i	7	i	i	i	i
Cc1cc(C)c2c(CN3CCN(CCO)CC3)cc(=O)oc2c1	i	8	i	-7	i	i	11	i	i	i	i
Cc1nc2sc3c(NCc4ccco4)ncnc3c2c2c1COC(C)(C)C2	i	-5	i	-9	i	i	-4	i	i	i	i
CC(=O)c1ccc(OCC(O)CN2CCCC(C)C2)cc1 (stereo not given)	i	-2	i	-11	i	i	1	i	i	i	i
COc1ccc(/C(N)=N/OC(=O)CCCN2C(=O)c3ccccc3C2=O)cc1OC	i	-1	i	-4	i	i	-2	i	i	i	i
COc1ccc(C(C(=O)NCC2CCCO2)N(C(=O)c2snc(C(N)=O)c2N)c2ccccc2)cc1OC (stereo not given)	i	nt	i	-8	i	i	5	i	i	nt	i
O=C(Cn1c(=O)[nH]c2ccccc2c1=O)Nc1ccc2c(c1)OCO2	i	-3	i	-8	i	i	nt	i	i	i	i
CCOCCCn1cnc2c(c1=O)c1nc3ccccc3nc1n2-c1ccccc1	i	3	i	-10	i	i	0	i	i	i	i
Cc1ccc(S(=O)(=O)CC(=O)Nc2nc(C(C)(C)C)cs2)cc1	i	0	i	-15	i	i	2	i	i	i	i
Nc1nnc(SCc2coc(-c3ccc(Cl)cc3)n2)s1	i	-2	i	-5	i	i	-4	i	i	i	i
COc1ccccc1N1CCN(/N=C/c2cc(OC)c(O)c(OC)c2)CC1	i	10	i	-8	i	i	7	i	i	i	i
CC1(C)CN(c2cccc(Br)c2)C1=O	i	-5	i	0	i	i	0	i	i	i	i
O=C(CSc1nnc(CNC(=O)c2ccccc2F)o1)NC1CCCC1	i	6	i	-8	i	i	-4	i	i	i	i
COc1ccc(-c2ccc(/C=C3/C(=N)N4C(C)=CSC4=NC3=O)o2)c([N+](=O)[O-])c1	i	-1	i	-7	i	i	nt	i	i	i	i
Cc1nc2c(nnn2Cc2ccccc2)c(=O)n1-c1ccccc1	i	0	i	0	i	i	-7	i	i	i	i
COc1cccc(C2/C(=C(\O)c3ccc4c(c3)OCCO4)C(=O)C(=O)N2Cc2cccnc2)c1 (stereo not given)	i	4	i	-6	i	i	7	i	i	i	i
CCn1c(SC(C)C(=O)Nc2ccc(N3CCOCC3)cc2)nnc1-c1ccco1 (stereo not given)	i	4	i	-11	i	i	-14	i	i	i	i
CC#CC#Cc1cccc(=O)o1	i	0	i	0	i	i	4	i	i	i	i
CCOC(=O)c1cccc(NC(=O)CCc2c(C)nc3ncnn3c2C)c1	i	11	i	-3	i	i	-2	i	i	i	i
CCOC(=O)C(C)NC(=O)C(NC(=O)C1CCC(CC)CC1)C(C)C (stereo not given)	i	2	i	-8	i	i	-3	i	i	i	i
COC(=O)c1ccc(N2CCOCC2)c(NC(=O)c2ccc3c(c2)OCO3)c1	i	1	i	-9	i	i	-3	i	i	i	i
Cc1nc(SCC(=O)N2CCC(Cc3ccccc3)CC2)[nH]c(=O)c1C	i	-3	i	-15	i	i	-9	i	i	i	i

Filtered by structure, the entries above containing a thiophene ring, fused or not
SMILES	TRPC4 PAM	HDAC3 inh	TRPC4 agonist	hERG protect	KCNQ1 pot	KCNQ1 block	Dyrk1A ADPGlo	KCNK9 block	KCNK3 block	TMEM16A inh	ANO1 activ
O=C(NCc1cccs1)C1CCC(CNS(=O)(=O)c2cccc3nsnc23)CC1 (stereo not given)	i	-1	i	-8	i	i	4	i	i	i	i
Cc1nc2sc3c(NCc4ccco4)ncnc3c2c2c1COC(C)(C)C2	i	-5	i	-9	i	i	-4	i	i	i	i

Next section
SMILES	TRPC4 PAM	HDAC3 inh	TRPC4 agonist	hERG protect	KCNQ1 pot	KCNQ1 block	Dyrk1A ADPGlo	KCNK9 block	KCNK3 block	TMEM16A inh	ANO1 activ
CNC(=O)N(O)C1N(/N=C/c2ccccc2O)C(=S)SC1(C)C (stereo not given)	i	1	i	-14	i	i	-3	i	i	i	i
CC(=O)O/N=C/c1c(C)c(C=O)n2ccccc12	i	14	i	-10	i	i	35	i	i	i	i
CC(C)CN1CCC(=O)N([C@H](CSc2ccc(Br)cc2)Cc2ccccc2)CC1	i	1	i	-15	i	i	-2	i	i	i	i
S=C(NCc1cccs1)Nc1ccc(Cl)cc1	i	-1	i	-8	i	i	1	i	i	25*	i
CNC(=O)C(=O)NCC(c1cccs1)S(=O)(=O)c1ccc(C)cc1 (stereo not given)	i	-14	i	-3	i	i	0	i	i	i	i
CCCNC(=O)N1CCN(C(c2ccccc2)c2ccccc2)CC1	i	nt	i	-11	i	i	4	i	i	i	i
CCOC(=O)c1c(-c2ccccc2)oc2cc(Br)c(O)cc12	i	-1	i	0	i	i	4	i	i	i	i
CCOC(=O)C1(Cc2ccccc2)CCCN(Cc2ccccn2)C1 (stereo not given)	i	0	i	-12	i	i	7	i	i	i	i
O=C(CSc1nc2ncccc2[nH]1)NC1CCCC1	i	-6	i	-8	i	i	-1	i	i	i	i
CCOc1ccc(C(=O)NCc2cccs2)cc1	i	-6	i	-7	i	i	-1	i	i	i	i
Cc1ccc(S(=O)(=O)N2CCCC2)cc1C(=O)NCc1ccccn1	i	-2	i	-5	i	i	0	i	i	i	i
O=C(c1ccccc1)c1cncc(Br)c1	i	2	i	-6	i	i	-5	i	i	i	i
CC(=O)N(Nc1ccccc1)c1ccccc1	i	-5	i	-5	i	i	1	i	i	i	i
COC(=O)/C(=C/N(C)C)C(=O)N1CCN(c2ccc(Cl)c(Cl)c2)CC1	i	7	i	-4	i	i	-1	i	i	i	i
CCCCN(C)C(=O)Cc1c(OC)ccc2cc(Br)ccc12	i	-2	i	-12	i	i	-6	i	i	i	i
O=C1CCCCC1C(Nc1ccc(Cl)cc1)c1ccccc1 (stereo not given)	i	8	i	-8	i	i	0	i	i	i	i
FC(F)(F)c1ccc(C2[C@H]3CN(CC4CCCCC4)[C@H](c4ccccc4)C34CC2(c2cccnc2)C4)cc1 (stereo not given in full)	i	3	i	-17	i	i	-2	i	i	i	i
O=C(N/N=C/c1c(F)c(F)c(F)c(F)c1F)c1cc(-c2ccccc2)nc2ccccc12	i	-9	i	-4	i	i	12	i	i	i	nt
CSCC[C@H](NS(=O)(=O)c1ccc(C)cc1)C(=O)N1CCC(C(=O)N[C@@H](Cc2ccc(O)cc2)C(=O)O)CC1	i	5	i	-6	i	i	4	i	i	i	i
COc1ccc(CNC(=O)c2cc3ccccc3o2)cc1OC	i	0	i	-4	i	i	0	i	i	i	i
O=C(C1=C(O)C(=O)N(CC2CCCO2)C1c1cccc(Cl)c1)c1ccco1 (stereo not given)	i	5	i	-1	i	i	3	i	i	i	i
Cc1ccc(Nc2nc(C)cc(C)c2C(N)=O)cc1	i	-2	i	-3	i	i	3	i	i	i	i
CCCCC(=O)Nc1nnc(SCC(=O)NCC2CCCO2)s1 (stereo not given)	i	-1	i	-12	i	i	21	i	i	i	i
Cc1oc2cc(O)cc(O)c2c(=O)c1-c1ccc2c(c1)OCCCO2	i	6	i	1	i	i	3	i	i	i	i

Profiles, looked up by structure. Values in the order: TRPC4 PAM, HDAC3 inh, TRPC4 agonist, hERG protect, KCNQ1 pot, KCNQ1 block, Dyrk1A ADPGlo, KCNK9 block, KCNK3 block, TMEM16A inh, ANO1 activ
`C=CCC(Nc1ccccc1)C12C=CC(O1)C(C(=O)OC)=C2C(=O)OC` (stereo not given) in the list: i, 6, i, -12, i, i, 7, i, i, i, i
`S=C(NCc1cccs1)Nc1ccc(Cl)cc1` in the list: i, -1, i, -8, i, i, 1, i, i, 25*, i
`O=C(NCc1cccs1)C1CCC(CNS(=O)(=O)c2cccc3nsnc23)CC1` (stereo not given) in the list: i, -1, i, -8, i, i, 4, i, i, i, i
`Cc1cccc(C(=O)Nc2cccc(-c3ccc4nncn4n3)c2)c1` in the list: i, 3, i, -15, i, i, -7, i, i, i, i

(further entries)
SMILES	TRPC4 PAM	HDAC3 inh	TRPC4 agonist	hERG protect	KCNQ1 pot	KCNQ1 block	Dyrk1A ADPGlo	KCNK9 block	KCNK3 block	TMEM16A inh	ANO1 activ
Cc1cc(C)c2c(CC(=O)NCc3ccco3)coc2c1	i	2	i	-22	i	i	3	i	i	i	i
CCOC(=O)c1[nH]c(C)c(C(=O)Nc2ccc(C)c(C)c2)c1C	i	4	i	-6	i	i	-4	i	i	i	i
CCOC(=O)c1ccc(NC(=S)N2CCC(O)CC2)cc1	i	0	i	-8	i	i	2	i	i	i	i
COc1nc(N(C#N)CC(N)=O)nc(N2CCCC2)n1	i	0	i	-14	i	i	0	i	i	i	i
OC(COc1ccccc1CNCc1cccnc1)CN1CCc2ccccc2C1 (stereo not given)	i	-6	i	-8	i	i	1	i	i	i	i
COc1ccc(Cl)cc1N1CCN(CCNC(=O)Nc2ccccc2C)CC1	i	10	i	-4	i	i	11	i	i	i	i
O=C(CN(c1ccc([N+](=O)[O-])cc1)S(=O)(=O)c1ccccc1)N1CCCCC1	i	-2	i	-4	i	i	3	i	i	i	i
Cc1ccccc1C(=O)NCC(=O)NNC(=O)CCN1CCN(c2ccccc2)CC1	i	1	i	-12	i	i	-2	i	i	i	i
COc1cc(/C=N/NC(=O)c2cccc3ccccc23)ccc1OCC(N)=O	i	7	i	-7	i	i	0	i	i	i	i

From PubChem

Some of the compounds tested (hit frequency here may not be typical).
